TNAP activation fold: stimulation of alkaline phosphatase TNAP activity – biochemical, luminescent, no phosphate acceptor, uHTS, primary screen (AID 1001); one-dose activation fold at 20 µM; EC50 in µM for titrated hits; 200,000 compounds, 0.03% hits; purified TNAP, luminescent activation assay, no phosphate acceptor; higher activation fold means a stronger effect; in the data active = activation fold from about 3, or a potency from the dose series; inactive = the rest, 99 in 100 with activation fold below about 1.6; also: many of its hits are not listed in these tables
UTI89 phage lysis: protection from phage-mediated lysis, alamar blue read-out – E. coli UTI89, K1F phage, bacterial capsule biogenesis inhibitors (AID 488966); E. coli UTI89 K1F phage lysis, alamar blue, 2 h; higher % means a stronger effect; 340,000 compounds, 0.02% hits; inhibition, % at 100 µM; hits with a dose series show IC50 in µM;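 active = phage lysis inhibition, versus mean bacterial control, above a set limit; inconclusive = no clear call, values can overlap the other calls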;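 also: capsule biogenesis inhibitors block K1F phage lysis so surviving cells raise fluorescence; higher fluorescence means more inhibition of phage lysis; actives were called in the ten point dose series up to 300 µM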
T cell modulator: T cell immune modulators affecting CD8 T cell-vesicle binding; calls only at 7 µM; 2C CD8+ T cell-vesicle binding, flow cytometry; stronger effect = lower value; 330,000 compounds, 0.068% hits;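 active = response, share of CD8 T cells binding vesicles, and their 90th percentile fluorescence all below set limits, cut at about 80% in these data, passing the limit was not always enough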
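incubation = binding step 1.5 h, 37 °C, antibody labelling 20 min, ice | test system = 2C mouse CD8+ T cells | read-out basis = percent CD8+ FL2 mean versus row control | controls = Peptide-free naked vesicles (low) and QL9 vesicles with 0.7% DMSO vehicle (high) | detection = flow cytometry of vesicle-bound cells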
Salmonella PhoP GFP: inhibitors of PhoP regulon expression, primary screen, Salmonella Typhimurium, GFP reporter (AID 1863). S. Typhimurium PhoP-regulated promoter GFP reporter, 4 h; higher % means a stronger effect. 300,000 compounds, 0.16% hits. inhibition, % at 50 µM, or IC50 in µM where a hit was titrated;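 active = inhibition over 29.93%, a cutoff 3 SD above the screen mean, later confirmed by dose response; inconclusive = inhibition over 29.93% but no dose response follow-up; inactive = inhibition at most 29.93% or unconfirmed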;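 also: 0% = low Mg2+ inducing control and 100% = high Mg2+ repressing control; strong numbers were not always called active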
NTR1 ag: agonists of NTR1, primary screen, imaging, U2OS cells, beta-arrestin-GFP, high content (AID 493036); NTR1-U2OS beta-arrestin-GFP spot imaging, agonist mode; P30989; 330,000 compounds, 0.17% hits; activation, % at 20 µM;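 active = activation at or above 40% of the spot to cytoplasm intensity ratio, with at least 20 cells analyzed; inconclusive = wells under 20 cells, flagged as cytotoxic or low count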;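 also: 0% = DMSO without peptide and 100% = 100 nM NTR1 peptide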
Target sequence (P30989 whole entry, looked up): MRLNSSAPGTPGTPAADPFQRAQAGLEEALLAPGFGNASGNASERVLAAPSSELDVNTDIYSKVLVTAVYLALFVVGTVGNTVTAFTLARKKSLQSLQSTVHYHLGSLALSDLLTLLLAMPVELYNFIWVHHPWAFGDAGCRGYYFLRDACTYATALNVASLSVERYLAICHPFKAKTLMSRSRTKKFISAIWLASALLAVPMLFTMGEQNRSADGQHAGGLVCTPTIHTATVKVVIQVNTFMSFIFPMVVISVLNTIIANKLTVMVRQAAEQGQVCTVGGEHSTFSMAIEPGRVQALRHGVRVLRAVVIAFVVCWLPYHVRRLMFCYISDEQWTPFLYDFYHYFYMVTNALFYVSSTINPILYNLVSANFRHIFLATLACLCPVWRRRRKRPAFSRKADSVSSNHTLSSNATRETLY
RSV antiviral HEp-2: RSV antiviral activity via CPE protection, HEp-2 cells, primary 10 µM value included (AID 2391). CPE inhibition, % at 10 µM; hits with a dose series show IC50 in µM. 310,000 compounds, 0.13% hits. HEp-2 cells, RSV-induced CPE inhibition; higher % means a stronger effect; in the data active = a potency from the dose series; inconclusive = CPE inhibition mostly from about 23% at the one dose, without a potency; inactive = the rest, 99 in 100 with CPE inhibition below about 21%; also: strong numbers were not always called active
Myeloid diff MLP: myeloid differentiation induction; calls only at 10 µM; ER-HoxA9 myeloid progenitors, lysozyme-GFP differentiation, flow cytometry; 360,000 compounds, 1% hits;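 active = normalized GFP-positive differentiation at or above the plate's own cutoff, the solvent-only control mean plus 3 SD; inconclusive = no clear call, values can overlap the other calls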;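 also: cells exposed to compound for four days before flow analysis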
MgcRacGAP inhibition: MgcRacGAP GTPase-activating activity inhibitors, confirmation, biochemical, ADP Hunter fluorescence; MgcRacGAP-stimulated Rac1 GTP hydrolysis, ADP Hunter fluorescence; higher % means a stronger effect; GST-tagged Rac1 F28L mutant substrate; inhibition, % at 30 µM; hits with a dose series show IC50 in µM; 340,000 compounds, 0.6% hits; AID 624330;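 active = first-screen hits whose inhibition reached a set limit at any dose in the follow-up dose series; inconclusive = inhibition above the set first-screen limit but never retested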;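 also: fluorescence reports GDP produced by GAP-driven GTP hydrolysis; strong numbers were not always called active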
Large T inhibition: SV40 large T antigen inhibitors, biochemical (AID 1903) | 310,000 compounds, 0.39% hits | one-dose inhibition, % at 20 µM; IC50 in µM for titrated hits | SV40 large T antigen ATPase/helicase inhibition assay; higher % means a stronger effect; in the data active = a potency from the dose series; inconclusive = inhibition mostly from about 32% at the one dose, without a potency; inactive = the rest, 99 in 100 with inhibition below about 32%; also: strong numbers were not always called active
T cell modulator vesicle-bound %: further read-out of T cell modulator, marked with its call; double positive events, %; measured here: CD8+ vesicle-bound cell fraction;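 binding gate set so that unloaded-vesicle control wells show 10% double positive cells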
NTR1 ag cell count 20 µM: also measured in NTR1 ag; calls as there; cell count; measured here: cell count, cytotoxicity flag
Myeloid diff MLP GFP+ MAC1+ %: further read-out of Myeloid diff MLP, marked with its call; GFP+ MAC1+ double positive, %; measured here: differentiation confirmed by MAC1 staining
* marks the source's active call; other numbers are inactive results; i = inactive; ? = inconclusive; · = not tested or not shown; & = joins results of further samples; [ ] = remark or other dose.

SMILES	TNAP activation fold	UTI89 phage lysis	T cell modulator	T cell modulator vesicle-bound %	Salmonella PhoP GFP	NTR1 ag	NTR1 ag cell count 20 µM	RSV antiviral HEp-2	Myeloid diff MLP	Myeloid diff MLP GFP+ MAC1+ %	MgcRacGAP inhibition	Large T inhibition
CCOC(=O)c1ccc(NS(=O)(=O)c2cn(C)cn2)cc1	·	0.2%	i	7.7	-8.0%	0.7	51	-0.1%	i	2.2	8.8%	6.4%
Cc1ccc2c(c1)/C(=C/c1ccccc1F)C(=O)N2	·	0.1%	i	28.8	-4.1%	0.5	53	2.6%	i	0.4	5.6%	10.2%
C[C@]12C(=O)N(c3ccc(F)cc3)C(=O)N1[C@@H]1c3ccccc3OC[C@@H]1[C@H]2c1ccccc1	·	2.1%	i	15.0	-0.7%	4.4	76	0.0%	i	0.2	7.7%	5.1%
O=C(CN1CCC(N2CCCCC2)CC1)N1CCOCC1	1.1	·	i	23.7	-1.1%	-0.7	40	-0.4%	·	·	·	11.0%
O=C(CCc1ccccc1)Nc1cc(S(=O)(=O)N2CCOCC2)ccc1N1CCCC1	·	-0.2%[50 µM]	·	·	·	-0.8	74	·	i	0.8	-2.1%	·
COc1cc(CC(=O)NCc2cccs2)cc(OC)c1OC	1.1	-0.1%	i	17.0	4.0%	-0.8	39	1.6%	i	0.4	-9.9%	5.1%
O=C(CN1CCCC1)Nc1nc(-c2ccc3c(c2)CCN3C(=O)c2ccccc2F)cs1	·	-0.3%	i	18.0	-0.1%	0.4	64	12.7%	i	0.3	2.1%	5.4%
Cc1ccc(C(C(=O)NC2CCCC2)N(Cc2ccco2)C(=O)CCC(=O)Nc2ccccn2)cc1 (centres undefined)	1.1	0.8%	i	45.0	-5.2%	0.9	57	0.0%	i	0.6	9.3%	6.5%
CC(C)(C)c1ccccc1NC(=O)CN1C(=O)NC2(CCCCCC2)C1=O	·	1.1%[50 µM]	i	6.7	·	2.1	66	-0.3%	i	0.9	7.0%	·
CCOc1ccccc1NC(=O)COC(=O)Cc1ccc(-c2ccccc2)cc1	1.9	0.1%	i	58.8	-4.1%	2.1	79	4.8%	i	0.4	11.5%	11.2%
O=C(NOC(=O)c1ccccc1)c1ccccc1	·	-1.2%	i	32.3	-4.8%	1.9	42	0.1%	i	0.9	-1.1%	5.7%
Cc1cc(N2C(=O)C(O)=C(C(=O)c3ccc(C)o3)C2c2ccc([N+](=O)[O-])cc2)no1 (centres undefined)	·	0.1%	i	14.5	-12.0%	-0.9	75	8.8%	i	1.0	10.1%	10.7%
Clc1cc2nc[nH]c2cc1Cl	·	-1.2%	i	35.5	-0.5%	-0.4	54	2.9%	i	0.4	-2.2%	2.7%
COc1ccc(/C=C/c2nc(C)c(-c3ccccc3)c(=O)[nH]2)cc1OC	1.1	0.0%	i	53.8	2.2%	-1.7	74	1.7%	i	0.3	2.2%	6.8%
Cc1nn(C)c(C(=O)Nc2cccc(CN3CCOCC3)c2)c1Br	1.1	4.4%	i	53.7	2.0%	-0.7	44	1.7%	i	0.3	5.3%	3.6%
Cc1cc([N+](=O)[O-])nn1CCCC(=O)Nc1cc(Cl)ccc1Cl	1.1	0.2%	i	44.3	-7.7%	0.5	55	1.3%	i	0.6	6.7%	-1.4%
CN(C)C(C)(C)C#CC(O)(c1ccccc1)c1ccccc1	1	0.6%	i	27.7	3.5%	0.2	32	0.2%	i	0.5	4.7%	-2.3%
CCOc1ccc(OCC)c(NC(=O)CCCN2C(=O)c3cccnc3C2=O)c1	1.1	2.5%	i	36.0	2.7%	-6.0	85	-0.2%	i	0.6	9.0%	3.7%
Cc1ccccc1NC(=O)Cn1c(CCC(=O)O)ccc1-c1cccs1	1.1	-0.8%	i	5.7	0.5%	1.3	50	-0.4%	i	0.2	4.6%	7.8%
CCCn1c(SC2C(=O)CC(C)(C)CC2=O)nc2c1c(=O)n(C)c(=O)n2C	1	4.1%	i	62.6	-7.6%	-0.2	66	0.9%	i	1.0	4.6%	6.6%
CC(C)OP(=O)(OC(C)C)C1(O)C(=O)Nc2ccccc21 (centres undefined)	1	0.3%	i	57.9	1.7%	-1.1	43	3.2%	i	1.0	10.3%	-2.8%
Cc1nc(N2CCN(C(=O)c3ccco3)CC2)[nH]c(=O)c1C	·	0.1%	i	54.8	7.0%	3.2	52	0.7%	i	0.4	10.7%	0.4%
CN1CCN(c2ccc(NC(=O)c3ccc4c(c3)[nH]c(=O)n4Cc3ccc(F)cc3)cc2)CC1	1.1	10.6%	i	50.8	-18.2%	4.7	73	4.7%	i	0.4	12.4%	11.8%
CN(C1CCCCC1)S(=O)(=O)c1ccc2[nH]c(=O)oc2c1	·	-0.6%[50 µM]	i	38.1	1.5%	-0.5	52	1.4%	i	0.6	-1.1%	14.5%
O=C(CCCn1c(SCC(=O)c2ccc(F)cc2)nc2ccccc2c1=O)NCc1ccccc1	0.8	0.3%	i	36.2	9.8%	8.2	73	1.0%	i	0.3	7.8%	1.0%
C=CCN(CC=C)S(=O)(=O)c1ccc(C(=O)Nc2nnc(CSC)o2)cc1	1.2	-0.2%	i	59.3	-11.3%	-0.4	92	8.1%	i	0.8	5.0%	5.3%
Cc1ccc2c(c1)-c1c(cnn1CC(=O)Nc1ccccc1N1CCN(C)CC1)CO2	1.1	5.5%	i	23.9	-4.4%	-1.6	51	-0.8%	i	10.4	-0.3%	1.8%&6.0%
C/C=C/c1ccc(OC(C)=O)c(OC)c1	1	1.4%	i	13.6	6.1%	4.9	57	3.1%	i	5.6	7.0%	5.2%
COc1ccc2[nH]c(C)c(CCN3C(=O)C4C5C=CC(C5)C4C3=O)c2c1 (centres undefined)	1.1	4.3%	i	42.0	-4.7%	0.6	70	1.7%	i	1.9	0.6%	8.3%
COc1ccc(O)c(/C=N/NC(=O)c2ccc(OCc3cccc(Br)c3)cc2)c1	1.2	0.3%	i	6.9	3.8%	0.0	91	-2.2%	?	·	4.9%	12.5%
Cc1ccc(C)c(/C=C(\C(=O)O)c2ccc(S(=O)(=O)N3CCCCC3)s2)c1	1.1	0.0%	i	27.1	-6.2%	-1.1	43	2.3%	i	0.9	-4.7%	13.9%
CCC(Oc1ccc(Br)cc1)C(=O)N1CCN(c2ncccn2)CC1 (centres undefined)	·	0.1%	i	3.8	0.3%	0.8	41	0.1%	?	·	0.8%	0.5%
CCOc1ccc(C(=O)NC(=S)Nc2cc(C)ccn2)cc1[N+](=O)[O-]	·	0.1%	i	29.2	·	2.5	66	0.0%	i	0.3	7.5%	5.1%
COc1cc2c(cc1NC(=O)CSc1nnc(Cc3cccs3)n1C)oc1ccccc12	1.1	-0.9%	i	48.0	1.8%	2.0	49	16.9%	i	1.1	10.2%	4.0%
Cc1ccc(-c2nc3[nH]c(=O)cc(NC(=O)c4cccs4)n3n2)cc1	·	0.0%	i	34.6	-6.7%	-0.2	66	6.2%	i	0.9	0.2%	14.5%
COc1cccc(-c2nn(C)c3sc(C(=O)Nc4ccc5c(c4)OCCO5)cc23)c1	1.1	-0.4%	i	48.8	12.7%	-0.4	57	?	i	0.4	9.9%	1.3%
CCCc1cc(-c2n[nH]c(=S)n2-c2cccc(C)c2)cs1	1	0.9%	i	43.2	-5.2%	0.6	56	-0.4%	i	0.4	4.8%	15.4%
CCN(CC(=O)Nc1c(F)cccc1F)C(=O)c1ccc(S(=O)(=O)NCc2ccco2)cc1	·	1.0%[50 µM]	i	48.9	6.6%	-0.1	66	0.1%	i	0.9	4.1%	9.6%
CC(C)(C)C(=O)N1CCN(c2nc3ccccc3s2)CC1	·	0.5%	i	11.9	-10.8%	1.4	64	3.2%	i	0.5	12.3%	17.9%
O=C(Nc1ccccc1F)NC1CCCCCCC1	·	0.1%	i	7.7	-6.3%	0.6	54	2.8%	i	1.5	13.4%	11.4%
O=C(O)CC1(CC(=O)Nc2ccccc2N2CCOCC2)CCCC1	·	0.1%	i	33.0	-9.9%	6.0	50	-0.9%	i	0.2	18.1%	1.6%
Cc1cc(NCCCO)n2c(nc3ccccc32)c1C#N	1.1	0.0%	i	63.2	2.3%	-1.1	80	0.5%	i	0.6	10.2%	9.0%
COc1cc(C(=O)N(C)c2nnc(-c3cccnc3)s2)cc(OC)c1OC	1.1	·	·	·	9.6%	-0.8	59	·	·	·	·	2.9%
CC(O)C(NS(=O)(=O)c1ccc(Cl)cc1)C(=O)OCC(=O)c1c[nH]c2ccccc12 (centres undefined)	1	0.0%	i	67.3	-7.8%	4.0	55	13.4%	i	0.8	14.4%	7.1%
COC(=O)c1ccc(C(=O)Nc2ccc3c(c2)C(=O)NC3=O)cc1	·	0.1%	i	33.2	15.7%	1.6	67	0.5%	i	0.7	7.2%	-4.1%
CNC(=O)Nc1cccc(-c2ccnc(C)n2)c1	·	-0.9%	i	16.7	-6.2%	0.1	45	0.4%	i	0.3	3.8%	6.8%
CC(C)(C)c1cc(CCC(=O)NCc2ccccn2)cc(C(C)(C)C)c1O	·	0.8%[50 µM]	i	11.4	-2.5%	0.3	63	0.4%	?	·	0.4%	2.6%
Cc1cc(C(=O)Nc2sc(C)c(-c3ccc(F)cc3)c2C(N)=O)no1	1	1.5%	i	24.4	-11.4%	3.3	57	0.5%	i	0.5	12.0%	5.4%
Cc1c(C(=O)N/N=C/c2cccs2)nc2ccccn12	1.1	4.6%	i	23.8	-0.5%	2.0	59	2.8%	i	0.4	4.8%	4.7%
Cc1c(NC(=O)C2CCCN2S(=O)(=O)c2ccc(Cl)cc2)c(=O)n(-c2ccccc2)n1C (centres undefined)	1.2	0.1%	i	1.1	-6.4%	0.0	69	0.7%	i	0.6	12.8%	3.1%
Cc1ccc(NC(=O)Cn2cc(C(F)(F)F)cc(Cl)c2=O)cc1Cl	1.1	1.5%	i	48.5	-3.9%	0.7	53	-0.7%	i	0.2	3.7%	5.7%

Compound activity: PubChem BioAssay, several laboratories
